FAS TE block: blocks the thioesterase domain of human fatty acid synthase; P49327; recombinant FAS-TE, OMFH fluorogenic substrate, fluorescence endpoint; inhibition, % at 15 µM; 360,000 compounds, 0.67% hits;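 active = compounds whose normalised, plate-corrected inhibition of enzyme fluorescence in the single-dose primary screen is 50% or more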;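 also: 0% = DMSO with enzyme and 100% = substrate without enzyme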
MsrA inhibitor: inhibitors of bovine MsrA. purified bovine MsrA, absorbance read-out. inhibition, % at 15.5 µM. 360,000 compounds, 0.75% hits. AID 651718; in the data active = inhibition above about 4.5%;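 also: 0% = vehicle wells with enzyme and 100% = reference inhibitor wells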
Tb MetRS inh: Trypanosoma brucei MetRS inhibition; purified T. brucei MetRS, ATP depletion, Kinase-Glo luminescence; 360,000 compounds, 0.4% hits; inhibition, % at 11.9 µM;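 active = inhibition above a per-plate cutoff of the control wells' mean inhibition plus 3 SD, cut at about 5.5% in these data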;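 also: 0% = DMSO wells median and 100% = median of wells with control inhibitor compound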
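Dosing: 11.9 µM compound single dose, 0.9% DMSO; Assay system: purified T. brucei MetRS enzyme; Measured by: Kinase-Glo luciferase luminescence reporting remaining unconsumed ATP; Schedule: 15 min plus 2 h at 25 °C.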
MLLE-PAM2 inh: blocks PAM2 peptide binding to the PABP1 MLLE domain | GST-MLLE / FITC-PAM2 fluorescence polarization | P11940 | inhibition, % at 20 µM | 360,000 compounds, 0.36% hits; in the data active = inhibition above about 35%, passing the limit was not always enough;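 also: plate controls were DMSO wells with GST-MLLE for no effect and wells lacking GST-MLLE protein for full effect; some results filed as inactive read as strong as hits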
SKN-1 block: blocks SKN-1 activity in C. elegans. inhibition, % at 21.8 µM. C. elegans VP596 Pgst-4::GFP/RFP ratio, acrylamide-induced, 24 h. 360,000 compounds, 0.49% hits. AID 624304;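 active = interference check ratio from 0.5 to 1.5 plus GFP to RFP signal ratio inhibition reaching or exceeding a fixed threshold, cut at about 30% in these data, passing the limit was not always enough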; also: some compounds called inactive have numbers as strong as hits
MT1-MMP act inh: blocks activation of human MT1-MMP; AID 651647; HT1080 RFP-PRO-GFP cells, GFP/RFP ratio fluorescence, overnight; percent of plate control window, DMSO zero; GFP/RFP ratio change, % at 20 µM; 360,000 compounds, 0.061% hits;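 active = GFP/RFP ratio change of at least 30% with cell ATP level not reduced by more than half and red fluorescence within 50% of control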; also: strong numbers were not always called active
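Assay system – RFP-PRO-GFP reporter HT1080 cells · Compound dosing – single dose of 20 µM compound, 1% DMSO final · Incubation – overnight compound exposure at 37 °C · Measure – GFP/RFP fluorescence ratio · Benchmarks – DMSO wells and RFP-L50D-GFP cells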
bovine MsrA act: bovine methionine sulfoxide reductase A activation. purified bovine MsrA, absorbance read-out. activation, % at 10.6 µM. 360,000 compounds, 0.3% hits. AID 602163; in the data active = activation above about 7.5%;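 also: 0% = vehicle and 100% = reference activator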
NRP1-CendR mod: NRP-1/CendR interaction modulation; O14786; AID 602438; 360,000 compounds, 0.85% hits; FAM-RPARPAR peptide binding to NRP-1, fluorescence polarization; inhibition, % at 25 µM;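 active = inhibition or corrected inhibition above about 18%, plus a signal ratio from 0.5 to 1.5, limit read from the data, passing the limit was not always enough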; also: strong numbers were not always called active
E coli Lon inh: inhibitors of E. coli Lon protease. AID 602123. P0A9M0. inhibition, % at 7.94 µM. 360,000 compounds, 0.42% hits. purified E. coli Lon protease, fluorescence polarization; in the data active = inhibition above about 13%, passing the limit was not always enough;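 also: 0% = enzyme with probe and DMSO and 100% = no enzyme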
Target sequence (P0A9M0 whole entry, looked up): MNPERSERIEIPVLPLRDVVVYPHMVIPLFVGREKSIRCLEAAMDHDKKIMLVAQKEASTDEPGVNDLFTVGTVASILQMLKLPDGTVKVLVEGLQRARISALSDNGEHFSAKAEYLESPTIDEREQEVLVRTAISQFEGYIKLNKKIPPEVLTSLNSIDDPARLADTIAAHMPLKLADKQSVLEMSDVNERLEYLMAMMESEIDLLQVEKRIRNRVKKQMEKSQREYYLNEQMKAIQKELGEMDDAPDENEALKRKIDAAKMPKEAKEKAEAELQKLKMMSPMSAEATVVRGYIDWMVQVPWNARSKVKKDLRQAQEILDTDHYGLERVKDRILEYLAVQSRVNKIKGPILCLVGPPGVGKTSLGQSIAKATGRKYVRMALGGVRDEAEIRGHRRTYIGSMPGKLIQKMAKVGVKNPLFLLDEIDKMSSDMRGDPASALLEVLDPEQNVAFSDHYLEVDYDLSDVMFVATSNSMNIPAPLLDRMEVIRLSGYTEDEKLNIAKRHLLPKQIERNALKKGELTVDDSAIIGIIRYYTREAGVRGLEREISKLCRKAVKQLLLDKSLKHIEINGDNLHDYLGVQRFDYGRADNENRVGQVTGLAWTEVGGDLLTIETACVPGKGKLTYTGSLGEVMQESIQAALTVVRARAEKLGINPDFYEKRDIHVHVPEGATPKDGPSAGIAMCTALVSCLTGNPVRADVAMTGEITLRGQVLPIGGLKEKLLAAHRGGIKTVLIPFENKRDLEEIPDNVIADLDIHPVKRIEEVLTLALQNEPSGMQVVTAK
Starred values were filed as active, the others as inactive; · = no result given; & = joins results of further samples.

SMILES	FAS TE block	MsrA inhibitor	Tb MetRS inh	MLLE-PAM2 inh	SKN-1 block	MT1-MMP act inh	bovine MsrA act	NRP1-CendR mod	E coli Lon inh
CC1CCCCC12NC(=O)N(CC(=O)NNC(=O)c1ccc(Br)cc1)C2=O (stereo not given)	-3	0.3	-0.2	14	9	-5	4	9	-3
O=C(CC1C(=O)NCCN1CC(c1ccccc1)c1ccccc1)NC1CC1 (stereo not given)	2	0.8	-0.2	9	0	0	-2	3	3
CCOC(=O)c1c(NC(=O)CSc2c[nH]c3ccccc23)sc2c1CCCC2	24	-0.2	-0.1	13	0	-3	-2	-2	-6
OCCCNc1ncnc2sc(-c3ccccc3)cc12	0	0.8	-0.3	12	1	2	-15	10	6
O=C1N=C2N(CCN3CCCCC3)c3ccccc3N2/C1=C\c1ccc([N+](=O)[O-])s1	-1	-0.7	1.0	-9	8	-13	-2	-6	2
Cc1ccc(OCC(=O)N(Cc2ccco2)C2CCS(=O)(=O)C2)cc1C (stereo not given)	-1	·	-0.2	17	3	1	-7	-11	1
Cc1cc(NC(=O)CSc2nnc(Cc3ccccc3)o2)no1	-6	-0.7	0.2	7	14	-1	0	-6	9
CCOC(=O)CSc1nnc(-c2cc(OC)c(OC)c(OC)c2)o1	-1	1.7	3.0	-13	11	6	-2	-4	-1
CCOC(=O)Cc1cc(C)[nH]c1C(=O)OCC	-5	-1.9	2.6	-19	0	0	-3	-2	1
CSc1ccc(NC(=O)NCCCN2CCC(Cc3ccccc3)CC2)cc1	-1	-0.7	0.3	10	16	-2	-1	1	6
COc1ccc(C(=O)OCC(=O)NCc2ccccc2)c(OC)c1OC	-10	-0.7	-0.2	-8	-1	-10	-2	8	-13
COc1ccc(-n2c(SCC(=O)C(C)(C)C)nc3c(sc(=S)n3-c3ccccc3)c2=O)c(OC)c1	17	1.9	-0.7	31	23	-4	-2	-10	-2
CCCCNC(=S)NCc1ccc2c(c1)cc(C)n2C	-7	0.1	0.0	-39	16	4	-4	0	-20
COc1cc(C(=O)NC2CCN(C)CC2)ccc1Nc1ncc2c(n1)N(Cc1ccccc1)CCC(=O)N2C	-8	-0.6	-0.1	5	3	30	-7	-3	-3
COc1ccc(CCC(C)NCC2CCCCC2)cc1 (stereo not given)	-9	-1.5	-1.2	-3	-4	0	-8	7	-7
CCOC(=O)c1cc(NC(=O)c2cc(C)on2)cc(C(=O)OCC)c1	-2	0.8	-0.3	6	7	-2	-1	-1	0
Cc1ccc2c(c1)c1c3n2CCN(CC(O)CNC(C)C)C3CCC1 (stereo not given)	-3	0.7	-0.6	11	-6	-2	-1	10	10
CCCCCCC(=O)N1C/C=C\C(c2ccc(OC)cc2)N(Cc2ccc(F)cc2)C(=O)C1 (stereo not given)	26	-0.6	-0.3	-10	3	-2	0	9	-7
C=C(C)CCC(C)N1CCC(n2nccc2NC(=O)CCCc2ccccc2)CC1 (stereo not given)	-2	-0.2	-0.1	-1	0	0	-2	5	0
Cc1cc(S(=O)(=O)Nc2ccc(C(=O)NCC3CCCO3)cc2)ccc1F (stereo not given)	-8	-0.7	-0.1	13	10	3	-2	7	4
Cn1cc(/C=C2/SC(=O)N(c3ccccc3)C2=O)c2ccccc21	-10	-1.1	-0.2	-5	8	0	-5	-11	-3
Cc1ccc(OC(=O)C(F)(F)F)c2c1NCCC2	-2	0.0	-0.5	0	14	0	-3	5	-3
CCn1c(/C=C/c2ccc(O)c(O)c2)nc2ccccc2c1=O	2	3.2	0.6	-35	1	-19	-8	-38	-42
O=C(Cc1ccc(F)cc1)Nc1cccc(-c2cn3c(n2)SCC3)c1	-1	0.3	-0.4	-12	16	0	0	-11	-5
CCN(CC)c1ccc(NC(=O)COc2ccc(C#N)cc2)cc1S(=O)(=O)Nc1ccc(OC)cc1	44	2.7	0.2	34	1	7	-4	1	-3
Cc1cccc(C(=O)NC(=S)NNC(=O)c2ccc(Cl)cc2)c1	0	1.3	0.3	10	15	3	-1	-7	3
O=C(NC1CCCC1)C1CCCN(S(=O)(=O)c2cnc[nH]2)C1 (stereo not given)	-4	-1.1	-0.7	3	23	0	-1	5	4
CC1(C)CC(=O)C2=C(C1)OC(N)=C(C#N)C2c1ccccc1 (stereo not given)	-9	-0.6	-1.0	-4	3	4	-1	-7	-1
CCCCn1nnnc1C(c1ccccc1)N1CCN(c2ccc(OC)cc2)CC1 (stereo not given)	10	-1.4	-1.1	·	12	-4	-1	13	-2
CC(=O)N1CCN(C(=O)CCc2nc3sc4c(c3c(=O)[nH]2)CCCC4)CC1	-4	0.8	0.3	-4	-5	4	-2	1	2
Nc1ccc(S(=O)(=O)NCC(=O)OC2CCOC2=O)cc1[N+](=O)[O-] (stereo not given)	-6	-0.9	-0.2	-6	1	5	-2	14	-8
COc1ccc(N2CCN(C(=O)c3ccc(CS(=O)Cc4ccc(C)cc4)o3)CC2)cc1 (stereo not given)	-2	0.1	-0.2	3	22	1	-1	6	2
COC(=O)c1[nH]c2ccc(C)cc2c1NS(=O)(=O)c1ccc(F)cc1	-16	2.4	-0.3	24	-3	21	-1	-6	-15
Cc1ccccc1C1N(c2nccs2)C(=O)C2CCCN21 (stereo not given)	-12	-0.3	-0.7	11	-2	-5	-5	2	-6
Cc1ccc(S(=O)(=O)N2CCOCC2)cc1NC(=O)c1cc([N+](=O)[O-])ccc1N1CCOCC1	16	1.2	-0.4	-18	16	2	-4	15	-10
Cc1nc2ccc(NC(=O)c3ccc(C)c(S(=O)(=O)N4CCOCC4)c3)cc2s1	-2	0.5	-0.5	-8	4	7	-8	11	-13
CCOC(=O)CNC(=O)c1nn(-c2cccc(OC)c2)c(=O)c2ccccc12	-4	0.5	-1.1	12	-4	-1	-3	4	-8
CCN1C(=O)[C@H]2[C@H]3CN=C(SCc4ccc(OC)cc4)N3[C@@](CC)(C(=O)OC)[C@H]2C1=O	-8	-1.5	-0.8	-15	3	4	-6	-3	-1
O=C(c1ccccc1)C1CCN(C(=O)c2c(F)cccc2F)CC1	1	-0.3	0.1	-11	0	-6	-2	-12	-1
COC(=O)c1ccc(CN(C(=O)N2CCN(C)CC2)S(=O)(=O)c2ccc(C)cc2)cc1	-10	-0.3	-0.5	6	8	5	-6	-5	-3
CCOc1cc(C(c2c(C)[nH][nH]c2=O)c2c(C)[nH][nH]c2=O)cc(Br)c1OC	-7	0.5	-0.5	-37	-5	-1	-7	-8	6
COc1ccc2[nH]c(C)c(CCN(Cc3cccs3)C(=S)Nc3ccc(F)cc3)c2c1	16	·	0.7	64	1	-29	0	-2	17
CCOc1ccccc1NC(=O)C1CCCN(S(=O)(=O)c2cccc3nsnc23)C1 (stereo not given)	-2	-0.1	-0.3	-1	3	-6	-4	9	-1
COc1ccc(N(CC(=O)NCCSc2ccccn2)S(C)(=O)=O)cc1Cl	-6	0.6	0.3	-6	-5	2	-3	5	1
CC(=O)c1ccc(S(=O)(=O)Nc2ccc(C(=O)NCC(c3ccccc3)N(C)C)cc2)cc1 (stereo not given)	1	-0.3	-1.0	2	-11	-1	-10	0	-6
O=C(NCc1ccccc1)c1cc(C2CCCCN2S(=O)(=O)c2ccccc2)on1 (stereo not given)	11	-0.8	-0.2	7	14	1	1	-2	5
Cc1noc(C(C)C)c1C(=O)Nc1ccc(-c2nnc3n2CCCCC3)cc1	-2	1.6	-0.1	-21	-2	1	-2	-7	-14
COc1ccc(-c2[nH]c3ccccc3c2SCCNC(=O)c2cc3ccccc3oc2=O)cc1	18	3.1	-0.8	1	-2	5	-9	-4	11
COc1ccc(C)cc1S(=O)(=O)N1CCCC(C(=O)NCC2CCCO2)C1 (stereo not given)	-6	0.0	-0.7	-2	4	3	-3	-6	-4
COc1ccccc1NC(=O)N1CCN(c2ncccn2)CC1	-4	-0.5	0.3	-8	4	3	4	5	-6
CN(Cc1cccc(Cl)c1Cl)C(=O)CCNC(=O)c1ccco1	-2	0.2	-0.2	0	2	0	0	1	-10
CCC(C(=O)Oc1c(C(C)C)cccc1C(C)C)c1ccccc1 (stereo not given)	19	0.4	0.0	-3	20	-2	0	4	3
COc1ccc(C(=O)N2CCCCC2C(=O)Nc2ccc(-n3nc(C)cc3C)cc2)o1 (stereo not given)	-4	0.5	-0.5	5	11	-3	-3	10	5
CCCCCCSc1ccc(-c2nc3ccc(C)cn3c2NCc2ccccc2)cc1	22&35	0.4&2.4	0.0&-0.4	-25	8&2	6&5	-2&-1	-21&-20	-16&-5
O=[N+]([O-])c1ccc(NS(=O)(=O)c2ccccc2)c(Cl)c1	-7	3.2	-0.1	-5	0	8	-3	-9	0
CCCCN(C(=O)C1CCCC1)c1c(N)n(Cc2ccccc2)c(=O)[nH]c1=O	-7	0.6	-0.3	5	8	-1	-3	-5	10
CC(C)C(OC(=O)CCCC(=O)Nc1nccs1)C(=O)NC1CCCCC1 (stereo not given)	-3	0.2	0.1	8	0	-1	-1	-3	5
CCCCOc1ccc(/C=C(\C#N)C(=O)NC2CC2)cc1	11	3.2	-0.2	2	-6	2	4	-10	3
Cc1nc(Nc2nc(-c3ccccc3)cc(=O)[nH]2)nc2ccccc12	7	-0.3	-0.3	3	13	-1	-5	-7	-23
COc1ccc(C#Cc2ccc3c(c2)O[C@H](CN(C)S(=O)(=O)c2ccccc2F)[C@H](C)CN([C@H](C)CO)S3(=O)=O)cc1	29	4.2	-0.9	-9	12	-4	-8	-18	-16

Some of the entries so far, with values under each structure.
Value order: FAS TE block, MsrA inhibitor, Tb MetRS inh, MLLE-PAM2 inh, SKN-1 block, MT1-MMP act inh, bovine MsrA act, NRP1-CendR mod, E coli Lon inh
- CCC(C(=O)Oc1c(C(C)C)cccc1C(C)C)c1ccccc1 (stereo not given)
  19, 0.4, 0.0, -3, 20, -2, 0, 4, 3
- COc1ccc(C(=O)N2CCCCC2C(=O)Nc2ccc(-n3nc(C)cc3C)cc2)o1 (stereo not given)
  -4, 0.5, -0.5, 5, 11, -3, -3, 10, 5
- CCCCCCSc1ccc(-c2nc3ccc(C)cn3c2NCc2ccccc2)cc1
  22&35, 0.4&2.4, 0.0&-0.4, -25, 8&2, 6&5, -2&-1, -21&-20, -16&-5
- O=[N+]([O-])c1ccc(NS(=O)(=O)c2ccccc2)c(Cl)c1
  -7, 3.2, -0.1, -5, 0, 8, -3, -9, 0
- CCCCN(C(=O)C1CCCC1)c1c(N)n(Cc2ccccc2)c(=O)[nH]c1=O
  -7, 0.6, -0.3, 5, 8, -1, -3, -5, 10

Remaining list, next part
SMILES	FAS TE block	MsrA inhibitor	Tb MetRS inh	MLLE-PAM2 inh	SKN-1 block	MT1-MMP act inh	bovine MsrA act	NRP1-CendR mod	E coli Lon inh
Cc1ccc(S(=O)(=O)NCCC(=O)OCc2ccc([N+](=O)[O-])cc2)cc1C	24	-0.2	-0.3	3	-5	0	-7	-8	-4
O=c1c(-c2nnc(SCc3ccc(Cl)cc3)o2)cccn1Cc1ccccc1	22	2.1	-0.3	-61	-7	4	-6	-2	-6
COc1ccc(C(N)c2csc(Nc3ccc(C(F)(F)F)cn3)n2)cc1 (stereo not given)	-10	-0.3	-0.4	-4	-16	-7	-7	-18	25
Cc1ccc(S(=O)(=O)N(CC(=O)Nc2cccc([N+](=O)[O-])c2)C(=O)N2CCN(C)CC2)cc1	-3	0.6	-0.3	-5	-4	1	-3	1	-16
CC(C)OC(=O)CSc1nnc(-c2ccncc2)n1N	-8	0.4	0.1	3	-2	-4	-3	5	3
Cn1cnc(S(=O)(=O)N2CCN(c3ccccc3)CC2)c1	-6	-1.0	0.1	-7	-4	1	-1	8	-6
O=C(NCC1CC1)c1ccc(Oc2cc(Cl)cc(Cl)c2)o1	14	-0.1	-0.2	6	6	1	-3	18	6
